ST2 IL33 inh – blocks human ST2 binding to IL-33; AID 1259354; hit rate 2.3% among 78,000; AlphaLISA ST2-Fc/biotin-IL-33 interaction, 1 h; inhibition, % for hits at 17 µM; in the data active = inhibition above about 30%; inconclusive = mostly about 10% to 28%
Target sequence (Q01638 whole entry, looked up): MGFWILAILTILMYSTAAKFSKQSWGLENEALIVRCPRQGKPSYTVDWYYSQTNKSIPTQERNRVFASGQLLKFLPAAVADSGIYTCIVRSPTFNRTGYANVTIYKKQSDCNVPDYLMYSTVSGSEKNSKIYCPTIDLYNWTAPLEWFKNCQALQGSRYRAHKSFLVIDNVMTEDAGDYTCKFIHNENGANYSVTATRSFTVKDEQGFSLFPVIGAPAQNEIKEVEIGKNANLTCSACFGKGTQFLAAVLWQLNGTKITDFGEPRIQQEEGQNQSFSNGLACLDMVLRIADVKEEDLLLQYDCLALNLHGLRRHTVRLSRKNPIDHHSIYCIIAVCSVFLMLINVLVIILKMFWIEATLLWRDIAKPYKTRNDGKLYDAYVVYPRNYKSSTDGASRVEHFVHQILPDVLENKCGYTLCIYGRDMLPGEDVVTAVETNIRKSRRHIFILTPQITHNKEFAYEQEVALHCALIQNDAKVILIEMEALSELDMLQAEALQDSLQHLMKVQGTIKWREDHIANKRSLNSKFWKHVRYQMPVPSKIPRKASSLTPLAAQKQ
Numbers without * were called inactive; i = inactive; ? = inconclusive; ! = not active in a repeat. Not all compounds are listed (hit frequency here may not be typical).

cpd	compound	ST2 IL33 inh
1	Cc1ccc(S(=O)(=O)N2CCN(c3nc(C)cc(N4CCOCC4)n3)CC2)cc1	i
2	CCCOC(=O)C1C2C=CC3(CN(C(C)c4ccc(Br)cc4)C(=O)C13)O2 (stereo not given)	i
3	Cn1cc(CN2CCN(C3CCS(=O)(=O)C3)CC2)c(-c2cccc(Cl)c2)n1 (stereo not given)	i
4	O=C1C(=O)N(c2nccs2)C(c2ccccc2F)C1=C(O)c1ccc([N+](=O)[O-])cc1 (stereo not given)	i
5	OC(c1ccccc1)c1nccc2ccccc12 (stereo not given)	i
6	O=C(C1c2ccccc2C(=O)N2CCc3ccccc3C12)N1CCN(c2cccc(Cl)c2)CC1 (stereo not given)	?
7	Cc1cc(C)c(C)c(S(=O)(=O)NCc2ccccn2)c1C	?
8	c1cnc2c(-c3nccn3CCCN3CCOCC3)cccc2c1	i
9	CCOc1ccc(N2CC(NC(=O)C(=O)c3c[nH]c4ccccc34)CC2=O)cc1 (stereo not given)	?
10	COc1cnn(-c2cccc(C)c2)c(=O)c1Cl	i
11	Cc1cc(=O)[nH]c(Nc2ccccc2)n1	i
12	COC(=O)C1CCN(C(=O)CC[C@H]2CNC(=O)[C@@H]3[C@@H](CCN3C3CCCCC3)N2C)CC1	i
13	Cc1ccc(S(=O)(=O)Nc2ccc3oc4c(c3c2)CC(C)CC4)cc1 (stereo not given)	i
14	CCOc1ccc(NS(=O)(=O)c2ccc3c(c2)CCN3C(=O)C2CC2)cc1	?
15	Cn1cc(CC(=O)N2CCCC3(CC2)CNC(=O)O3)c2ccccc21 (stereo not given)	i
16	CCc1ccc(NC(=O)CN(c2ccc(I)cc2)S(C)(=O)=O)cc1	i
17	Cc1cc(CC(C)NC(=O)c2csc3nc(-c4ccccc4)cn23)n[nH]1 (stereo not given)	i
18	COc1cc(-c2ccc(C(F)(F)F)cn2)cc2c1OCCN(C(=O)CNC(C)=O)C2	i
19	C[C@@H](NC(=O)C1=C[C@@H](NC(=O)CS(=O)(=O)c2ccccc2)[C@@H](O)[C@H](O)C1)C(N)=O	i
20	COCC(=O)N1CCN(C(=O)NC(C)C)C[C@@H]1C(=O)N[C@@H](CC1CCCCC1)C(N)=O	i
21	c1ccc2[nH]c([C@H]3CCN(C4CCC4)C3)nc2c1	i
22	COc1ccc(C2CC(=O)C3=C(C2)Nc2ccccc2NC3c2ccc(N(C)C)cc2)cc1OC (stereo not given)	i
23	Cc1ccccc1CSC1=NCCN1C(=O)C1CC1	i
24	CCc1ccc(-c2nc(CN3CCC(C(=O)NCC4CCCO4)CC3)c(C)o2)cc1 (stereo not given)	i
25	Cc1ccccc1Cn1c(=O)n(CCCC(=O)NCc2ccco2)c(=O)c2sccc21	33.0%*!
26	COc1cccc(C2C(C(=O)Nc3ccccc3)=C(C)Nc3nnnn32)c1OC (stereo not given)	i
27	CC1=NN(c2ccccc2)C(=O)/C1=C/C=C/C=C/N(C)C	i
28	Cc1cc(C)n(-c2nc(-c3ccccc3)cc(-c3ccccc3O)n2)n1	i
29	COCCCNC(=O)C1CCN(Cc2ccc(C)o2)CC1	i
30	COc1ccc(C2CC(c3ccc(C)cc3)Nc3ncnn32)cc1 (stereo not given)	i
31	CCOc1ccc(C(=O)N2CCn3nc(C(=O)N4CCOCC4)cc3C2)o1	?
32	O=C(N[C@H]1CO[C@H]2[C@@H]1OC[C@@H]2Nc1nccc(-c2ccc(-c3ccccc3)cc2)n1)C1CCCCC1	i
33	O=c1c2cccc3c2c(nn1CN1CCOCC1)-c1ccccc1-3	?
34	CC(=O)Nc1ccc(NC[C@@H]2C=C(C)[C@H](Cc3nnc(-c4cccnc4)o3)C[C@H]2C(C)C)cn1	i
35	CC1CCCCC1NS(=O)(=O)c1cc(Br)cc2c1N(C(=O)C1CC1)CC2 (stereo not given)	i
36	COc1cc(S(=O)(=O)NCCC23CC4CC(CC(C4)C2)C3)c(C)cc1C	i
37	O=C(c1ccc(Br)cc1)N1C[C@@H]2[C@H](C1)[C@H]1C=C[C@@H]2C1	i
38	Cn1nc(C2CCN(c3cnccn3)CC2)n(-c2ccccc2)c1=O	?
39	C(#CC1(N2CCOCC2)CCCC1)c1ccccc1	?
40	C=C(C)COc1ccccc1C(=O)N[C@H]1COC[C@@H]1OCC	i
41	OCCC1CN(C/C=C/c2ccco2)CCN1Cc1ccccc1 (stereo not given)	?
42	COc1ccc(-c2nc3cnccn3c2Nc2c(C)cccc2C)cc1	i
43	O=C1NCCCC1C(=O)NCCNC(=O)C(F)(F)F (stereo not given)	i
44	CCOC(=O)c1ccc2[nH]cc(C(=O)c3ccccc3)c(=O)c2c1	i
45	Cc1c(NC(=O)c2cc(CC(C)C)on2)c(=O)n(-c2ccccc2)n1C	i
46	COc1cc(NC(=O)CN2C(=O)c3ccccc3C2=O)c(C(=O)O)cc1OC	i
47	COc1ccc(-c2cc(C(=O)NCCN3CCOCC3)c3ccccc3n2)cc1OC	i
48	COc1ccc(-c2nc3cc(N=Cc4cc5c(cc4[N+](=O)[O-])OCO5)ccc3o2)cc1	?
49	NC(=O)CNC(=O)C1=C[C@@H](NC(=O)c2cccc(F)c2)[C@@H](O)[C@H](O)C1	i
50	Oc1cccc(C2N(Cc3ccccc3)CCN2Cc2ccccc2)c1	i
51	Cc1[nH]c2ccccc2c1CN1CCC(O)(Cc2cc(-c3ccccc3)no2)CC1	?
52	CCOC(=O)c1nn(-c2ccc(Br)cc2)cc1O	i
53	O=C1NCCc2c1[nH]c1c(Cl)ccc(Cl)c21	i
54	O=C(CSc1nc(-c2ccc3c(c2)OCO3)nc2cc(=O)[nH]n12)NCC1CCCO1 (stereo not given)	i
55	Cn1c(=O)c2cc(S(=O)(=O)N3CCN(c4ccccc4F)CC3)ccc2n(C)c1=O	i
56	CCc1cnc(-c2cc3ccccc3o2)nc1	i
57	Clc1ccc(OCCN2CCCC2)c(Br)c1	i
58	O=C(NCc1ccncc1)Nc1ccccc1Cl	?
59	Oc1ccc(-c2cnc3ccccc3n2)cc1	?
60	Cc1ccc(Cn2c(CCNC(=O)Nc3cccc(Cl)c3C)nc3cccnc32)cc1	?

New compounds follow.
cpd	compound	ST2 IL33 inh
61	CC1(C)CC(=O)C2=C(C1)OC(N)=C(C#N)C2c1ccc(OC(=O)c2ccccc2)cc1 (stereo not given)	?
62	N=C(N)SCCN	i
63	N#CC1=C(N)N(c2ccc(Cl)c(Cl)c2)C2=C(C(=O)CCC2)C1c1cccnc1 (stereo not given)	?
64	N#Cc1c(N)n(-c2ccc(F)cc2F)c2nc3ccccc3nc12	?
65	COc1ccc(OCC(O)CN2CCN(c3ccccc3)CC2)cc1 (stereo not given)	i
66	CCCCN(Cc1sccc1C)C(=O)C1CCC(O)CC1 (stereo not given)	i
67	CC1(C)CC(=O)C2=C(C1)OC(N)=C(C#N)C2c1c(F)cccc1Cl (stereo not given)	i
68	Cc1ccc(-c2nc(-c3ccc([N+](=O)[O-])cc3)no2)cc1Cl	?
69	CC1=NN(c2ccccc2)C(=O)/C1=C/c1cccc(Br)c1	i
70	O=C(O)CN1C(=O)C2CCCCN2c2ccc(C(=O)N3CCCCC3)cc21 (stereo not given)	?
71	COc1ccccc1/C=c1\sc2nnc(-c3ccc(C)cc3)n2c1=O	i
72	O=Cc1cn(CC(=O)NCc2cccs2)c2ccc(Br)cc12	i
73	C=C1C2(C(=O)N3CCC(c4cccc(OC)c4OC)C3)CC[C@@H](C2)C1(C)C (stereo not given in full)	i
74	CCC(C)NC(=O)N1CCC(Oc2ccc3ncccc3c2)(C(=O)O)CC1 (stereo not given)	i
75	NS(=O)(=O)c1ccc(NC(NC(=O)c2ccc([N+](=O)[O-])cc2)C(Cl)(Cl)Cl)cc1 (stereo not given)	i
76	NC(=O)[C@H](CC1CCCCC1)NC(=O)[C@@H]1CN(S(=O)(=O)c2ccccc2)CCN1C(=O)c1cccs1	i
77	Cc1cccc(Cc2c(C)nc3nc(SCC(=O)O)nn3c2C)c1	i
78	CCCS(=O)(=O)N1CCCC(C(=O)NCCCN2CCN(C)CC2)C1 (stereo not given)	i
79	O=[N+]([O-])c1ccc(CN2CCN(Cc3ccccc3)CC2)o1	i
80	CCOc1ccc(CNS(=O)(=O)c2ccc3[nH]c(=O)sc3c2)cc1	i
81	Cc1noc(CN(C)C(=O)C2CC(=O)N(CC(C)C)C2)n1 (stereo not given)	i
82	CC(C)c1ccc(N(C(=O)c2ccccc2)C2C=CS(=O)(=O)C2)cc1 (stereo not given)	i
83	CC(NC(=O)c1cccc(-n2cccn2)c1)c1nnc2n1CCNCC2 (stereo not given)	i
84	CC(C)Nc1nc(-c2ccccc2O)nc2ccccc12	i

Laid out differently: results already given.
#74 CCC(C)NC(=O)N1CCC(Oc2ccc3ncccc3c2)(C(=O)O)CC1 (stereo not given)
  ST2 IL33 inh = i

#75 NS(=O)(=O)c1ccc(NC(NC(=O)c2ccc([N+](=O)[O-])cc2)C(Cl)(Cl)Cl)cc1 (stereo not given)
  ST2 IL33 inh = i

#76 NC(=O)[C@H](CC1CCCCC1)NC(=O)[C@@H]1CN(S(=O)(=O)c2ccccc2)CCN1C(=O)c1cccs1
  ST2 IL33 inh = i

#77 Cc1cccc(Cc2c(C)nc3nc(SCC(=O)O)nn3c2C)c1
  ST2 IL33 inh = i

Further compounds:
cpd	compound	ST2 IL33 inh
85	O=C(Cn1nc(-c2ccccc2)ccc1=O)NC1CCCCCC1	?
86	O=C1CC(N2CCCCCC2)C(=O)N1c1ccc(Br)cc1Br (stereo not given)	i
87	CC1CCCN(C(=O)C2CCN(S(=O)(=O)c3cccc4cccnc34)CC2)C1 (stereo not given)	i
88	CNc1ccccc1C(=O)Nc1cccc(NC(=O)Cc2ccccc2)c1	i
89	Cc1ccccc1S(=O)(=O)N1CCN(c2cc(-c3ccc(F)cc3)ncn2)CC1	i
90	COc1ccc([N+](=O)[O-])cc1NC(=O)c1ccc(-c2ccccc2)cc1	i
91	COCCN1C(=O)N(Cc2cccnc2)C(=O)C12CCN(Cc1c(F)cccc1Cl)CC2	i
92	CCOC(=O)c1cc(-c2ccc(OC)cc2)nc2ccccc12	i
93	CCOc1cc(C(=O)Nc2cc(-c3nc4ncccc4o3)ccc2C)cc(OCC)c1OCC	37.0%*
94	CC(=O)c1ccc(N2CCN(Cc3cccs3)CC2)cc1	i
95	COc1ccc(C(=O)CC2(O)C(=O)N(CCc3ccccc3)c3ccccc32)cc1[N+](=O)[O-] (stereo not given)	?
96	CO[C@H]1[C@H](NC(=O)Cc2ccccc2)c2ccccc2C12CCN(C(=O)c1ccc3cc[nH]c3c1)CC2	?
97	CN1CCC2(CC1)CN(C(=O)c1ccc3nc[nH]c3c1)CCCN2C	?
98	O=C1CCc2cc(S(=O)(=O)N3CCN(C4CCCCC4)CC3)ccc2N1	i
99	CCc1ccc(-c2nc(SCC(=O)NCc3ccco3)c(-c3ccc(F)cc3)[nH]2)cc1	i
100	Cc1cc(C)n(-c2cc(N3CC(C)OC(C)C3)ccc2[N+](=O)[O-])n1 (stereo not given)	i
101	O=C(N1CCN(c2ccccn2)CC1)C1(S(=O)(=O)c2ccc(Cl)cc2)CC1	?
102	COc1ccc(S(=O)(=O)NCC2CCCN(Cc3cc(C(C)C)n[nH]3)C2)cc1 (stereo not given)	i
103	COCCOC(=O)C1=C(C)NC2=C(C(=O)C(C(=O)OC)C(C)C2)C1c1ccc(OC)cc1 (stereo not given)	i
104	c1coc(CN(Cc2ccsc2)Cc2cccc3cnccc23)c1	i
105	O=c1cc2oc3cc(O)c(O)cc3c(-c3ccccc3)c-2cc1O	36.0%*
106	c1ccc(-c2ncn(C3CCNC3)c2-c2ccc(OCc3ccccn3)cc2)cc1 (stereo not given)	i
107	O=C(NCc1ccncc1)C(=O)Nc1cccc(F)c1	i
108	COc1cc(S(=O)(=O)NCc2cccnc2)ccc1F	i

Three entries from above in another layout:
[105] O=c1cc2oc3cc(O)c(O)cc3c(-c3ccccc3)c-2cc1O
  ST2 IL33 inh = 36.0%*

[100] Cc1cc(C)n(-c2cc(N3CC(C)OC(C)C3)ccc2[N+](=O)[O-])n1 (stereo not given)
  ST2 IL33 inh = i

[101] O=C(N1CCN(c2ccccn2)CC1)C1(S(=O)(=O)c2ccc(Cl)cc2)CC1
  ST2 IL33 inh = ?

Remaining list, next part.
cpd	compound	ST2 IL33 inh
109	COc1cc(NS(=O)(=O)c2ccc(NC(=O)c3ccccc3C(=O)O)cc2)nc(OC)n1	i
110	COc1ccc(NC(=O)CN(c2cccc(Cl)c2)S(C)(=O)=O)c(OC)c1	i
111	NC(=O)c1cccn1Cc1ccc(Cl)cc1	i
112	CCn1c(C2CCN(C(=O)c3ccc4cccnc4n3)CC2)nn(C)c1=O	?
113	CCCS(=O)(=O)N1CCC(C(=O)NCCCOC(C)C)CC1	i
114	O=[N+]([O-])c1cc2c(cc1CN1CCN(c3ccccc3F)CC1)OCO2	?
115	O=C(C[C@@H]1CCNC[C@@H]1Cc1cc(-c2ccccc2)on1)N1CCOCC1	?
116	COCc1ccc(C(=O)N2CC(=O)N(Cc3ccccn3)CC(OCc3cccc(OC)c3)C2)o1 (stereo not given)	i
117	O=C1C2C(C(=O)N1c1cc(Cl)ccc1Cl)[C@H]1C=C[C@@H]2CC1 (stereo not given in full)	i
118	CN(Cc1cnccn1)C(=O)CN(c1cccc(F)c1)S(C)(=O)=O	?
119	COc1ccc(Cn2c(CNC(=O)C(C)C)nc3cccnc32)cc1	i
120	Cc1nn(C)c(C)c1CCC(=O)NC1CCCc2c1cnn2-c1ccc(F)cc1F (stereo not given)	i
121	COc1ccc(NC(=O)CCC2CCCN(C3CCOCC3)C2)cc1Cl (stereo not given)	i
122	CCSc1nc(CC(=O)N2CCN(C(=O)C3CCCO3)CC2)cs1 (stereo not given)	?
123	O=c1oc2ccc(NS(=O)(=O)c3cccc4ccccc34)cc2s1	i

Screens deposited in PubChem by IUPUI and University of Michigan.
